RBBP9 inhibitor = blocks human serine hydrolase RBBP9; AID 1515; recombinant RBBP9, FP-Rh probe fluorescence polarization; hit rate 0.2% among 220,000; inhibition, % at 7.94 µM; O75884;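 active = inhibition above the campaign mean of all tested compounds plus 3 SD, cut at about 14% in these data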;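 also: plate controls were DMSO wells with RBBP9 for no effect and wells lacking RBBP9 protein for full effect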
Target sequence (O75884 whole entry, looked up): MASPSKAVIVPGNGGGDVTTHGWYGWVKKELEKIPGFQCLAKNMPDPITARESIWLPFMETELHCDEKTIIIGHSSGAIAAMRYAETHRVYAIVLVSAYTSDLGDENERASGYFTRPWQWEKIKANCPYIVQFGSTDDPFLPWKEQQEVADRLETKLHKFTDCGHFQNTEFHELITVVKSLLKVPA
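Measured by: FP readout at 525/598 nm; material: recombinant human RBBP9; also added: Serine-hydrolase probe FP-Rh, 375 nM pre-mixing; medium: Tris buffer pH 8.0, NaCl, Pluronic; replication: one well per compound; doses: one concentration, 7.94 µM nominal, 0.794% DMSO; timing: preincubation 30 min plus labeling 45 min at 25 °C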
Furin inh = inhibitors of human furin; purified furin, fluorogenic substrate cleavage; inhibition, % at 30 µM; AID 463115; hit rate 0.061% among 220,000; P09958; in the data active = inhibition above about 25%; also: inactives centre near -15
Target sequence (P09958 108-714 limits assumed): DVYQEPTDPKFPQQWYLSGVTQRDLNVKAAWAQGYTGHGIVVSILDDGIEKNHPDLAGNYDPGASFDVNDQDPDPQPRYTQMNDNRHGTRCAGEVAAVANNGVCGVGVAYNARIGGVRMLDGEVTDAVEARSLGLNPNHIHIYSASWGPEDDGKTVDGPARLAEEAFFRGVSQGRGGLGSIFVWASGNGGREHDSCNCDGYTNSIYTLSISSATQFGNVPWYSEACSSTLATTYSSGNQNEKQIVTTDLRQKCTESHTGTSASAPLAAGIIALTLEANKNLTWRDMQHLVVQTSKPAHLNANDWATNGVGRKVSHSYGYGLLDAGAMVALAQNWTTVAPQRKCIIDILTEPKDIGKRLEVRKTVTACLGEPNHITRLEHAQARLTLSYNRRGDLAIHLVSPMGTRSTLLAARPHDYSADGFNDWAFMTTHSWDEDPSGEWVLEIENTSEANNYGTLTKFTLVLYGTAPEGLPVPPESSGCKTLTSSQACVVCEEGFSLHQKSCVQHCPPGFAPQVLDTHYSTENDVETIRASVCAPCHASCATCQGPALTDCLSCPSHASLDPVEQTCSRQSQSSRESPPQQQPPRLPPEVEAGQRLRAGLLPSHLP
EBV gp42 block = blocks Epstein-Barr virus glycoprotein 42 binding. Fluorescence polarization binding assay, mP read-out. inhibition, % (tested at 21.74 µM). hit rate 0.42% among 220,000; in the data active = inhibition above about 50%
Runt-CBFb FRET = blocks binding of human RUNX1 Runt domain to CBFb | Q01196+Q13951 | Cerulean-Runt/Venus-CBFb FRET ratio 530/480, 1 h | inhibition, % at 20 µM | hit rate 0.46% among 220,000 | AID 1496;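 active = inhibition over about 50% at 20 µM in the single-dose screen, limit read from the data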;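 also: 0% = DMSO wells and 100% = excess unlabeled CBFb competitor control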
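test system = Cerulean-tagged RUNX1 Runt domain (FRET donor) fusion protein | reagent = Venus-CBFb binding partner, 100 nM | incubation = protein complex preformed 1 h, compound exposure 1 h, room temperature, dark | detection = FRET fluorescence | read-out basis = loss of energy transfer signal | controls = 5 µM unlabeled CBFb as full-inhibition high control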
NCF1 inh = blocks human p47phox regulatory protein of NADPH oxidases; p47phox/p22phox peptide binding, fluorescence polarization, 2 h; AID 1274; inhibition, % at 24.7 µM; P14598; hit rate 0.53% among 220,000;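 active = inhibition above about 30%, limit read from the data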;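 also: 0% = p47phox with labelled peptide and 100% = labelled peptide alone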
Tb hexokinase = T. brucei hexokinase 1 inhibition | hit rate 0.11% among 220,000 | inhibition, % at 10 µM | AID 1430 | recombinant TbHK1, G6PDH-coupled NADH A340;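 active = inhibition of 50% or more in the single-dose primary screen; inactive = inhibition below 50%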
Runt-SMMHC FRET = Runt domain-CBFb-SMMHC interaction inhibition; Q01196+Q13951; Cerulean-Runt/Venus-CBFb-SMMHC FRET ratio 530/480, 1 h; inhibition, % at 20 µM; hit rate 0.74% among 220,000;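 active = mean inhibition across duplicate retests at 20 µM reaching about 50%, limit read from the data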;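 also: 0% = DMSO wells and 100% = wells with excess untagged CBFb-SMMHC; inhibitors lower the FRET ratio by blocking Runt binding to CBFb-SMMHC; some results filed as inactive read as strong as hits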
p97 inhibitor = blocks human p97 ATPase activity; hit rate 0.42% among 220,000; inhibition, % at 8 µM; AID 1481; P55072; recombinant p97 ATPase, Kinase-Glo ATP luminescence, 3 h; in the data active = inhibition above about 15%;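 also: 0% = DMSO vehicle and 100% = wells lacking enzyme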
Calpain2 inh = calpain II (pig) inhibition; purified calpain II, fluorogenic peptide substrate, 30 min; inhibition, % at 16 µM; hit rate 0.37% among 220,000; AID 1236;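 active = inhibition above about 50%, limit read from the data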
* marks the source's active call; other numbers are inactive results; x = no result given; [ ] = remark or other dose.

SMILES	RBBP9 inhibitor	Furin inh	EBV gp42 block	Runt-CBFb FRET	NCF1 inh	Tb hexokinase	Runt-SMMHC FRET	p97 inhibitor	Calpain2 inh
Clc1ccsc1-c1ccnc(-n2cccc2)n1	-9	-25	-6	40	-4	-2	16	0	7
Cc1ccc(/C=C/C(=O)N2CCCC(C(N)=O)C2)o1 (centres undefined)	-7	-5	-1	15	4	-37	3	-6	27
COCC(C)N=C1NN=C(c2ccc(NC(C)=O)cc2)CS1 (centres undefined)	-6	-24	-6	9	0	-15	3	1	2
O=C(CN1CCOCC1)N1CCN(c2nnc(-c3ccccc3)c3ccccc23)CC1	-7	-11[20 µM]	-1	-1	4	-8	0	-1	-2
O=C(COC(=O)c1ccc(CO)cc1)NCc1cccs1	-8	-22	-11	0	-8	-2	-1	3	3
Cc1ccc(/C=C/C(=O)NCCc2c[nH]c3ccccc23)o1	-2	-18	-16	6	-6	-16	1	1	0
COc1ccc(Nc2ncnc3c2cnn3Cc2ccccc2)cc1	5	-10	x	-2	x	-1	0	0	x
COc1cc(OC)cc(-c2cc3nc(C)c(CCC(=O)O)c(=O)n3[nH]2)c1	-5	-24	-20	4	5	-9	-1	-13	-52
C=CCc1ccccc1OCCOc1ccc([N+](=O)[O-])cc1/C=N/NC(N)=O	-2	-30	-8	-5	-7	-20	-7	3	-15
COc1ccc(-c2noc(-c3ccccc3C(=O)N3CCOCC3)n2)cc1	-13	-18[20 µM]	-13	-1	-11	0	0	2	8
COC(=O)c1ccccc1NC(=O)C1CCCO1 (centres undefined)	-11	-22	-4	-1	-2	1	-1	1	7
CCCOc1cccc(-c2cc(C(=O)NNC(=S)NCC)c3ccccc3n2)c1	-2	-4[20 µM]	4	2	-2	-14	-4	-3	-58
CCOc1ccc(-n2c(SCc3ccc(C#N)cc3)nnc2-c2cccnc2)cc1	0	-11	-15	-1	16	0	1	0	-7
COc1cccc(-c2cc(C(=O)NCc3ccco3)no2)c1	4	-21[20 µM]	1	2	-7	-6	-1	3	21
CCCCC(=O)N(CCC)CCC	-4	-20	-7	-1	-5	7	-1	-2	6
CCOc1ccc(C2/C(=C(/O)c3ccc(F)cc3)C(=O)C(=O)N2CCCN(C)C)cc1 (centres undefined)	1	-12[20 µM]	-9	1	-8	-8	-3	4	2
CCOC(=O)/C=C1\SCC(=O)N1CC(O)CN1C(=O)CS/C1=C\C(=O)OCC	-5	-10	-13	-1	-4	5	2	0	6
CC(C)Cn1c(N)c(C(=O)COC(=O)CC23CC4CC(CC(C4)C2)C3)c(=O)n(C)c1=O	-11	-15[20 µM]	7	-4	-22	-3	3	-1	71*
O=C(Nc1cc(Cl)ccn1)C1CCN(S(=O)(=O)c2cccs2)CC1	4	-19[20 µM]	-10	2	0	1	4	0	2
COc1ccccc1C1CCN(C(=O)c2cccc([N+](=O)[O-])c2)CC1	-3	-16	-8	-2	-14	-2	2	3	3
CC(C)Cc1nnc(NC(=O)c2cc(-c3ccccc3)nc3ccccc23)s1	-4	-10	6	1	-1	-11	-4	3	10
COCCOC(=O)c1c(C)oc2ccc(NS(=O)(=O)c3ccccc3)cc12	3	-2	2	0	-6	0	20	-10	-30
CCc1cccc(CC)c1NC(=O)COC(=O)CCc1cc(OC)c(OC)c(OC)c1	-2	-15	-3	0	-6	6	0	-1	0
Cc1cc(C)c(NC(=S)N(CCN(C)C)C(C)c2cccnc2)c(C)c1 (centres undefined)	-7	-20	-3	1	2	-2	1	3	2
CC(C)(C)C(=O)CC1(O)C(=O)N(Cc2ccc(Cl)cc2)c2ccccc21 (centres undefined)	-8	-14[20 µM]	-18	-7	-8	1	-1	-3	-12

Two compounds from above with just Runt-CBFb FRET.
SMILES | Runt-CBFb FRET
O=C(COC(=O)c1ccc(CO)cc1)NCc1cccs1 | 0
Cc1ccc(/C=C/C(=O)NCCc2c[nH]c3ccccc23)o1 | 6

(more compounds)
SMILES	RBBP9 inhibitor	Furin inh	EBV gp42 block	Runt-CBFb FRET	NCF1 inh	Tb hexokinase	Runt-SMMHC FRET	p97 inhibitor	Calpain2 inh
COc1cccc(N/C(C)=C/C(=O)c2ccc(Br)cc2)c1	-7	-11	-7	-3	-18	-7	3	0	3
COc1ccc(C2NC(=O)CS2)cc1OC (centres undefined)	4	-31	-10	-1	1	2	2	7	2
O=C(Nc1ccc2oc(=O)ccc2c1)c1ccc(-c2ccccc2[N+](=O)[O-])o1	-12	-7	3	0	17	0	0	-6	29
CC(=O)Nc1ccc(S(=O)(=O)NNC(=O)COc2ccc(C(C)(C)C)cc2)cc1	-8	-13[20 µM]	-24	0	-13	-10	1	-2	7
CCOC(=O)c1cnc(SCC(=O)Nc2nnc(CC)s2)nc1N	0	-16	-3	-2	-3	-4	-2	1	1
CCCn1nc2ccccc2c1P(=N)(N1CCOCC1)N1CCOCC1	-8	-15	-6	-1	-32	-4	-2	3	6
COC(=O)C/C=C/[C@@H](C)[C@@H](/C=N/OCC[C@@H]1C=C[C@H](OC(C)=O)[C@@H](COC(C)=O)O1)NS(=O)(=O)c1ccc(C)cc1	2	-12	-12	-8	-3	-4	-2	5	-5
COc1ccc(Cc2nc3ccc(S(N)(=O)=O)cc3[nH]2)cc1OC	-10	-17[20 µM]	23	2	-3	-4	-3	6	-13
CCn1c(-c2cc(-c3ccc(C)c(C)c3)nc3ccccc23)n[nH]c1=S	-9	-20	3	4	1	-7	6	1	-88
CC1CCN(c2ncnc3c2cnn3Cc2ccc(Cl)cc2)CC1	-7	-11	4	-9	-7	-1	3	-12	22
COc1ccccc1NC(=O)CCCn1c(=S)[nH]c2ccccc2c1=O	-2	-21	-8	1	-5	-3	0	3	-6
CCNc1nc(N)nc(Oc2ccc(C(=O)OC)cc2)n1	-2	-24[20 µM]	-11	0	-3	3	2	2	2
CCCc1nc2c(o1)CC(CC(C)SCC)CC2=O (centres undefined)	-2	-6	-9	-1	4	3	0	1	11
CC(=O)Nc1ccc(OCC(=O)NC(C)C(C)C)cc1 (centres undefined)	-6	-10[20 µM]	-4	0	9	1	2	-2	6
N#Cc1c(NC(=O)c2cc(C3CC3)on2)sc2c1CCC2	x	-6	-6	4	-24	-6	7	x	-9
O=C(OCc1nc2ccccc2s1)c1ccc(Br)s1	-3	-8	-11	-1	-7	35	-2	4	-1
O=C(CSc1nnc(Cc2ccccc2)o1)NCc1ccc2c(c1)OCO2	-3	-26	-5	1	4	2	0	5	2
O=C1NC(=S)N(C(=O)c2ccc(F)cc2)/C1=C/c1ccccc1	1	-10	-43	-7	-127	-27	-44	4	1
CC[N+](CC)(CC=C(C)C)CC(=O)OC	-9	-16	5	0	-5	2	-2	1	-28
O=C(Cc1ccccc1)Nc1nc(-c2cccc([N+](=O)[O-])c2)cs1	9	-11	-4	2	-5	1	7	5	-4
Cc1cc2n(n1)C(c1cccs1)Nc1ccccc1-2 (centres undefined)	-10	-16[20 µM]	4	-3	-16	16	-1	-4	-45
COc1cc2[nH]cc(C(=O)NCCc3ccccc3)c(=O)c2cc1OC	2	-1[20 µM]	-14	-3	1	2	7	-7	-26
COc1ccccc1N=c1c2c([N+](=O)[O-])cc([N+](=O)[O-])cc2n(O)n1-c1ccccc1OC	5	-20	-21	-33	-3	-13	-2	5	-27
CC1Oc2ccccc2OC1(O)c1ccccn1 (centres undefined)	-9	6	-3	-1	-4	4	0	0	9
Cc1[nH]c2ccccc2c1C(=O)CSc1cccc[n+]1[O-]	2	-27	-9	-1	-7	-15	-1	0	-6
SMILES	RBBP9 inhibitor	Furin inh	EBV gp42 block	Runt-CBFb FRET	NCF1 inh	Tb hexokinase	Runt-SMMHC FRET	p97 inhibitor	Calpain2 inh
COC(=O)CNC(=O)c1cccs1	3	-18[20 µM]	10	-1	-8	-7	-1	-5	-8
Cn1nnc2cc(C(=O)Nc3ccccc3)ccc21	-10	-18	-7	-1	3	6	0	-5	18
CCOc1cc(/C=N/Nc2nc3ccccc3[nH]2)cc(Br)c1OCC(=O)N(C)C	-7	-11	7	0	-29	-24	5	3	-40
CCOC(=O)c1c(NC(=O)C(=O)N/N=C/c2ccc(OCC)cc2)sc2c1CCCCC2	-2	-30	-11	-47	-13	-17	-77	3	-143
CCOCCCNCc1c(Cl)cccc1Cl	2	-16	-27	0	4	-3	1	5	3
CC1(C(=O)N/N=C/c2ccccc2)CC1(Br)Br (centres undefined)	-1	-17	-8	x	-6	-5	x	-4	0
CCOC(=O)c1csc(COc2ccc(OC)cc2)n1	2	-19	-10	2	-6	-5	-4	5	-3
CCOC(=O)C1CN(S(=O)(=O)c2ccccc2)C1	-7	-10[20 µM]	-10	3	3	5	4	3	-15
COc1ccc(C)cc1S(=O)(=O)N1CCN(Cc2ccccc2)CC1	3	12[20 µM]	-8	1	-18	-1	-1	-1	-17
O=C(Nc1ccc(F)cc1)/C(Cl)=C/c1ccccc1	-9	-16	-9	-1	-5	1	-3	0	-4
CCc1ccc(Nc2nnc(SCC(=O)NC(=O)c3cccn3C)s2)cc1	-1	-26	-18	0	-25	-24	-3	2	-24
Cc1ccc(/C=C/C(=O)N2CCN(S(=O)(=O)c3ccc(C)c(C)c3)CC2)o1	-8	11	1	-9	-11	-20	39	-6	-3

Entries from the list above that have a thiophene ring, fused or not:
SMILES	RBBP9 inhibitor	Furin inh	EBV gp42 block	Runt-CBFb FRET	NCF1 inh	Tb hexokinase	Runt-SMMHC FRET	p97 inhibitor	Calpain2 inh
Clc1ccsc1-c1ccnc(-n2cccc2)n1	-9	-25	-6	40	-4	-2	16	0	7
O=C(COC(=O)c1ccc(CO)cc1)NCc1cccs1	-8	-22	-11	0	-8	-2	-1	3	3
O=C(Nc1cc(Cl)ccn1)C1CCN(S(=O)(=O)c2cccs2)CC1	4	-19[20 µM]	-10	2	0	1	4	0	2
N#Cc1c(NC(=O)c2cc(C3CC3)on2)sc2c1CCC2	x	-6	-6	4	-24	-6	7	x	-9
O=C(OCc1nc2ccccc2s1)c1ccc(Br)s1	-3	-8	-11	-1	-7	35	-2	4	-1
Cc1cc2n(n1)C(c1cccs1)Nc1ccccc1-2 (centres undefined)	-10	-16[20 µM]	4	-3	-16	16	-1	-4	-45
COC(=O)CNC(=O)c1cccs1	3	-18[20 µM]	10	-1	-8	-7	-1	-5	-8
CCOC(=O)c1c(NC(=O)C(=O)N/N=C/c2ccc(OCC)cc2)sc2c1CCCCC2	-2	-30	-11	-47	-13	-17	-77	3	-143
